# aGlu spleen mod – qHTS Assay for Inhibitors and Activators of Human alpha-Glucosidase From Spleen Homogenate. human spleen homogenate, 4-MU-alpha-glucoside fluorescence. Potency, µM (series often up to 79.9 µM), without a hit: top-dose activity change, negative = inhibition, hits mostly inhibitors. hit rate 0.006% among 240,000. AID 2112, 2009;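 further: 0% = enzyme with vehicle and -100% = no enzyme basal signal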
#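 Human spleen homogenate (1 ug) with 4-methylumbelliferyl-alpha-D-glucopyranoside (1 mM final) in 50 mM citrate/phosphate pH 5.0, 0.01% Tween-20; 40 min at 37 C. Stopped at pH 10; 4-MU fluorescence Ex 365/Em 440 nm; AC50 by Hill fit.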
# Tau fluor cs – Counterscreen qHTS for Inhibitors of Tau Fibril Formation, Fluorescence Polarization | tau K18 P301L (four-repeat tau fragment) Alexa594 fluorescence, heparin fibrillization | Potency, µM (titrated, usually from 57.7 µM), inactives show at the top dose activity change, negative = decrease | AID 1463, 2008 | hit rate 0.93% among 280,000; further: on the % scale 0 is the no-effect control and ±100 the full control effect; nearly all actives have a fitted effect of over 55% in size
#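 Human K18 P301L tau (15 uM unlabeled plus 0.24 uM Alexa 594-labeled, final) in 100 mM sodium acetate pH 7 was mixed with compound and 20 uM heparin and incubated 6 hr at 37 C.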
# GAA inhib – qHTS Assay for Inhibitors of Human alpha-Glucosidase as a Potential Chaperone Treatment of Pompe Disease. Lysosomal alpha-glucosidase (Homo sapiens), P10253. purified human GAA, 4-MU-alpha-glucoside fluorescence. Potency, µM (doses to about 76.9 µM), without a hit: at the highest dose activity change, negative = inhibition, most hits filed as inhibitors. hit rate 0.005% among 200,000;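 further: plate controls were uninhibited enzyme wells for no effect and no-enzyme background for full effect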
#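 Human enzyme at 4 nM with 400 uM 4-methylumbelliferyl-alpha-D-pyranoside, citrate/phosphate buffer pH 5.0, 0.005% Tween-20, 20 min at room temperature. Compounds up to 77 uM. 4-MU fluorescence (Ex 365/Em 440) read after NaOH/glycine stop; AC50 from Hill fit.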
# GAA glycogen mod – qHTS Assay for Inhibitors and Activators of Human alpha-Glucosidase Cleavage of Glycogen; hit rate 0.38% among 300,000; AID 2100, 2009; Lysosomal alpha-glucosidase (Homo sapiens), P10253; recombinant GAA, glycogen substrate, Amplex Red glucose oxidase fluorescence; Potency, µM (series often up to 76.4 µM), for the others: at the top dose activity change, negative = inhibition, most hits filed as inhibitors;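 further: 0% = full enzyme reaction and -100% = no-enzyme basal signal; the screen sought inhibitors and activators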
#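 qHTS, 1536-well; enzyme 4 nM final; cpd up to 77 uM; substrate bovine liver glycogen 30 ug; 50 mM citrate/phosphate pH 5.0, 0.01% Tween-20; 37 C, 40 min; Amplex Red detection 45 min RT; Hill fit → AC50.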
# aGal spleen mod – qHTS Assay for Inhibitors and Activators of Human alpha-Galactosidase From Spleen Homogenate; Alpha-galactosidase A (Homo sapiens), P06280; human spleen homogenate, 4MU-alpha-Gal fluorescence, 40 min; Potency, µM (top dose mostly 80 µM), for inactives: top-dose activity change, negative = inhibition, most hits filed as inhibitors; hit rate 0.008% among 240,000;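 further: 0% = enzyme with vehicle and -100% = no enzyme basal signal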
#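 Human spleen homogenate (1 ug) was the enzyme source, with 4-methylumbelliferyl-alpha-D-galactopyranoside (1 mM final) in pH 5.0 citrate buffer with 0.01% Tween-20. Compounds were titrated; after 40 min at 37C, NaOH/glycine stop, 4-MU fluorescence read; AC50 from Hill fits.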
# ALDH1A1 inh – qHTS Assay for Inhibitors of Aldehyde Dehydrogenase 1 (ALDH1A1). Purified ALDH1A1, NADH fluorescence, propionaldehyde substrate. Potency, µM (highest dose often 75.3 µM), without a hit: at the highest dose activity, negative = inhibition, actives largely listed as inhibitors. hit rate 7.3% among 220,000. AID 1030, 2008; active means well fitted inhibition curve with a large enough effect, not every such curve was filed as active; inconclusive means small, poorly fitted or top-dose-only effect, or another doubt; inactive means no such curve, though single readings can be large or run the other way;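 further: plate controls were no enzyme wells and a reference inhibitor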
# Target sequence (P00352 whole entry, looked up): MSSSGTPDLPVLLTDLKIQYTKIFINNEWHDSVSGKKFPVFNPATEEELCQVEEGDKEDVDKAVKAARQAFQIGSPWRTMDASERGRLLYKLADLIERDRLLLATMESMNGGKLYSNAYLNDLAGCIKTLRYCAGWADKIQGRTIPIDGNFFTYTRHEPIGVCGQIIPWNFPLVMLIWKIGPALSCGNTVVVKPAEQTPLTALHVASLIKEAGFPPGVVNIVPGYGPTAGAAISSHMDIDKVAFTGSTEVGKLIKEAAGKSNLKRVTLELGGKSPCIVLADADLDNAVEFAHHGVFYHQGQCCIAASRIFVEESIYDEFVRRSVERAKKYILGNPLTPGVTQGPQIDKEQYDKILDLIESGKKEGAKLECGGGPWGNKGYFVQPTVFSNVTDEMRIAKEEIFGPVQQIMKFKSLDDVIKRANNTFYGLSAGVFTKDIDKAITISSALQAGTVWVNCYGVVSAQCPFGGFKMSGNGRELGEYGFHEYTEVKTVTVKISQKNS
# Epigenetic reg – Quantitative High-Throughput Screen for Regulators of Epigenetic Control. murine LDR cells, GFP reporter derepression, 30 h. hit rate 0.2% among 280,000. Potency, µM (series often up to 53.9 µM), for the others: at the top dose GFP activation, most hits filed as activators; further: % of control where 0% means no effect; nearly all actives have a fitted effect of over 60% in size
#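 Reporter derepression read as number of fluorescent GFP-positive objects, 20-120 um in size, counted by laser-scanning cytometer. Mouse LDR line with an epigenetically silenced CMV-GFP locus; compound incubation 30 h, 37 C.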
# NPSR antagonist – qHTS Assay for Antagonists of the Neuropeptide S Receptor: cAMP Signal Transduction. Potency, µM (titrated, usually from 38.3 µM), for the others: top-dose activity change, negative = inhibition, usual class: inhibitors. CHO-NPSR cells, cAMP TR-FRET, antagonist mode. hit rate 1% among 220,000. AID 1461, 2008; further: on the % scale 0 is the no-effect control and ±100 the full control effect; nearly all actives have a fitted effect of over 50% in size; many of its hits are not listed in these tables
# Target sequence (Q6W5P4 whole entry, looked up): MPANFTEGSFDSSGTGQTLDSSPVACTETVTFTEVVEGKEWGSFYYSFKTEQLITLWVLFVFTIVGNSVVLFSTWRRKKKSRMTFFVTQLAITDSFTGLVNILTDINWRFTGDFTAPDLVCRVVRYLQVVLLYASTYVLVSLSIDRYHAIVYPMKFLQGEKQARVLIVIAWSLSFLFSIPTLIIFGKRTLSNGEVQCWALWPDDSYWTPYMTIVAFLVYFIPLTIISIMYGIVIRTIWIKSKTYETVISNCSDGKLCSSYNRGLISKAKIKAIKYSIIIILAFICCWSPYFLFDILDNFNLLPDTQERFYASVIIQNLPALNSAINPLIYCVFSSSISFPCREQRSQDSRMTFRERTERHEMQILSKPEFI
# Active calls of the source: *; u = inconclusive; x = no result given; [ ] = remark or other dose. Unless noted, the call rests on the fitted dose curve; in most records, active means well fitted curve in the direction sought with a large enough effect; inconclusive means small, poorly fitted or top-dose-only effect, or another doubt; inactive means no such curve, though single readings can be large; an effect the other way counts as inactive or inconclusive. Potency means the concentration at half of the fitted maximal effect. The list is partial (hit frequency here may not be typical).
SMILES,aGlu spleen mod,Tau fluor cs,GAA inhib,GAA glycogen mod,aGal spleen mod,ALDH1A1 inh,Epigenetic reg,NPSR antagonist
CC1CCC(C(C)C)C(OC(=O)Cn2nnc3c(cnn3-c3ccccc3)c2=O)C1 (stereo unspecified),2%,-11%,x,-2%,2%,x,0.0%,-36%
COc1ccccc1OCc1ccc(C(=O)N2CCN(C(=O)c3ccco3)CC2)cc1,-3%,-18%,-3%,-9%,-1%,u,1.6%,-13%[46.1 µM]
CCc1ccc(/C=N/NC(=O)c2cc(-c3ccncc3)nc3ccccc23)s1,-23%,u,-10%,2%,7%,18%,0.0%,1%
Cc1cc(C)c(NC(=O)C(=O)NCc2ccco2)c(C)c1,x,3%,0%,9%,-4%,4%,-1.3%,-2%
Cc1c(C(=O)OCCOc2ccc(Br)cc2)sc(=S)n1C,-13%,-29%,-9%,-7%,5%,0%,2.4%,-48%
COC(=O)CNC(=O)Cn1cnc2sc(C)c(S(=O)(=O)N3CCC(C)CC3)c2c1=O,-9%,3%,-3%,0%,4%,3%,-1.0%,-1%
CC(=O)Nc1ccc(-c2nnc(SCC(=O)n3c4c(c5ccccc53)CCCC4)n2C)cc1,-1%,-16%,6%,1%,5%,3%,-1.1%,-11%[46.1 µM]
CCCC(C)NC(=O)c1ccc(C2SCC(=O)N2Cc2ccco2)cc1 (stereo unspecified),1%,-9%,-4%,3%,-14%,u,0.0%,-14%[46.1 µM]
Cc1n[nH]c(C)c1CCC(=O)N/N=C/c1c[nH]c2ccccc12,-6%,-28%,x,-6%,-4%,x,-1.8%,19%
Cc1ccc2c(c1)N=C(c1ccc(Cl)cc1)CO2,-8%,-15%,0%,2%,-8%,0%,0.6%,-10%[46.1 µM]
O=C1C2C3C=CC(C3)C2C(=O)N1c1nccs1 (stereo unspecified),2%,-3%,-1%,5%,3%,5%,-11%,-1%[46.1 µM]
O=C(NC(=S)Nc1ccc(S(=O)(=O)Nc2ccccc2)cc1)C1CC1,1%,-30%,-2%,-8%,5%,22µM*,2.7%,-29%
Cc1ccc(N=C2SC(C(=O)NCCc3ccccc3)CC(=O)N2C)cc1C (stereo unspecified),2%,-13%,-12%,3%,-11%,10µM*,1.3%,-20%
COc1ccc(-n2nc([N+](=O)[O-])c(=NC3CCN(Cc4ccccc4)CC3)n2O)cc1,3%,-12%,-3%,-5%,7%,2%,-0.2%,-2%
O=C(CSc1ncnc2ccccc12)NCc1ccc2c(c1)OCO2,-4%,1%,4%,-6%,-7%,-4%,-0.2%,-24%
Cc1ccccc1NC(=O)Cn1c(C)nc2ccc(N)cc2c1=O,-1%,-12%,8%,-5%,13%,u,1.8%,-13%[46.1 µM]
Cc1ccc(N/C(=N/S(=O)(=O)c2cccs2)c2ccccc2)c(C)c1,3%,-10%,2%,0%,-3%,4%,-0.1%,-16%
O=C(COC(=O)c1ccccc1)NCC1CCCO1 (stereo unspecified),1%,-7%,-7%,8%,0%,-7%,-1.0%,0%[46.1 µM]
Cc1cc(C)c2cc(CN(CCO)C(=O)NC3CCCCC3)c(=O)[nH]c2c1,6%,-1%,x,5%,21%,x,-1.7%,6%
O=C(CN1CCN(Cc2ccccc2)CC1)Nc1ccc(Cl)cn1,8%,-10%,5%,2%,7%,u,0.7%,-1%[46.1 µM]
Cc1cc(C)nc(Nc2n[nH]c(-c3ccccc3Br)n2)n1,-4%,-5%,-6%,-4%,-1%,u,0.0%,-27%[46.1 µM]
O=C(CCCSc1nc2ccccc2[nH]1)N1CCN(c2ccccc2)CC1,-6%,-12%,0%,-12%,1%,u,-0.8%,-18%[46.1 µM]
COc1ccc(S(=O)(=O)NC2CC3CCC2C3)cc1Cl (stereo unspecified),-2%,-15%,-5%,-3%,3%,u,0.0%,-1%[46.1 µM]
COc1ccccc1-n1c(CNC(=O)COc2ccccc2)n[nH]c1=S,-13%,-5%,1%,0%,-16%,2.2µM*,4.8%,-13%[46.1 µM]
COc1ccc(OCC(=O)N/N=C/C=C/c2ccccc2)cc1,-16%,-10%,0%,-2%,1%,6%,-1.1%,-9%

# Next results.
SMILES,aGlu spleen mod,Tau fluor cs,GAA inhib,GAA glycogen mod,aGal spleen mod,ALDH1A1 inh,Epigenetic reg,NPSR antagonist
CCOC(=O)c1c(C)[nH]c(C)c1C(=O)COC(=O)/C=C/c1ccc(Cl)cc1,-13%,u,-8%,-18%,-16%,12%,1.0%,7%
CCOC(=O)c1[nH]c2ccc(OCC)cc2c1NC(=O)CN1CCC2(CC1)OCCO2,-1%,-8%,u,-5%,-7%,u,-1.0%,-4%[46.1 µM]
C=CCOc1c2ccc(C(=O)NCc3ccc(C)cc3)cc2nn1C,-8%,5%,2%,8%,-3%,20%,-1.4%,-2%[46.1 µM]
CCOc1ccc(/C=C/C2=CC(C)(C)NC(=S)N2)cc1,2%,2%,-3%,-13%,3%,13µM*,-1.1%,3%
CC(=O)OC1COC(N2CCc3cc(Br)c([N+](=O)[O-])cc32)C(OC(C)=O)C1OC(C)=O (stereo unspecified),-1%,-20%,-9%,2%,4%,5%,-5.0%,-13%[46.1 µM]
O=C(CSc1cccc[n+]1[O-])Nc1cc(S(=O)(=O)N2CCOCC2)ccc1N1CCOCC1,7%,5%,-7%,-9%,-2%,8%,0.0%,24%
CC(C)C(=O)N1CCN(c2nc(-c3ccccc3)c3c(c2C#N)CC(C)(C)OC3)CC1,9%,-4%,8%,-14%,24%,u,-1.6%,u
O=c1cc(C(F)(F)F)[nH]c2c(C(F)(F)F)cccc12,3%,-7%,10%,2%,11%,u,12%,5%
COc1cccc(NC(=S)NC2CC3CCCC(C2)N3CC(C)C)c1 (stereo unspecified),0%,-12%,-4%,11%,0%,-4%,4.2%,-31%
COCC(=O)N1CCC(n2nnc3cc(C(F)(F)F)ccc32)CC1,4%,-9%,7%,2%,4%,-9%,1.1%,7%
COC(=O)c1ccc(NC(=O)CSC2=Nc3ccccc3C3CC=NN23)cc1 (stereo unspecified),-4%,u,3%,u,15%,12%,1.2%,-18%[46.1 µM]
CC(=O)N1CCC(=NNc2nc3ccccc3[nH]2)CC1,3%,-26%,-1%,u,2%,-9%,1.3%,10%
CC(=O)N(Cc1ccco1)Cc1cc2cccc(C)c2n2nnnc12,0%,-3%,-2%,2%,-2%,u,-0.5%,1%
COC(=O)c1ccccc1NC(=O)CCS(=O)(=O)c1ccc(Br)cc1,0%,0%,-10%,-2%,2%,u,-0.8%,-9%
CN(C)C(=O)CN1CCN(Cc2cn(C)nc2-c2ccc3c(c2)OCCO3)CC1,-5%,8%,10%,-5%,-6%,4%,-1.1%,-16%
O=C(CSCc1ccc([N+](=O)[O-])cc1)NC1CCCCCC1,0%,-6%,1%,-6%,-3%,25µM*,-1.3%,-30%
C=CCn1c(SCC(=O)/C(C#N)=C(\C)N)nc2sc(C)c(C)c2c1=O,4%,-27%,-2%,1%,5%,-6%,1.0%,-26%[46.1 µM]
Cc1ccc(S(=O)(=O)N2CCC(C(=O)NNC(=O)c3cccnc3)CC2)cc1,0%,-8%,-9%,0%,-2%,4%,-0.1%,0%
CC1=C(C(=O)Nc2ccccn2)C(c2ccc(Cl)cc2)NC(=S)N1 (stereo unspecified),-3%,-9%,4%,-2%,-8%,3.5µM*,1.0%,-5%
CCC1CCC(C(=O)NC(C(=O)Nc2ccc3c(c2)OCCO3)C(C)C)CC1 (stereo unspecified),3%,-8%,-5%,7%,1%,6%,-4.4%,-8%[46.1 µM]
Cc1c(N=c2scc(-c3ccccc3)n2CCO)c(=O)n(-c2ccccc2)n1C,0%,5%,-13%,-3%,-1%,0%,-0.1%,1%
CCc1c(C)nc(Nc2nc(C)c3ccc(OC)cc3n2)[nH]c1=O,-15%,-9%,-6%,-9%,-13%,2.2µM*,-0.3%,-17%[46.1 µM]

# Ten of these compounds in a different format:
# Second line of a record: aGlu spleen mod	Tau fluor cs	GAA inhib	GAA glycogen mod	aGal spleen mod	ALDH1A1 inh	Epigenetic reg	NPSR antagonist
CCOC(=O)c1c(C)[nH]c(C)c1C(=O)COC(=O)/C=C/c1ccc(Cl)cc1
→ -13%	u	-8%	-18%	-16%	12%	1.0%	7%
CCOC(=O)c1[nH]c2ccc(OCC)cc2c1NC(=O)CN1CCC2(CC1)OCCO2
→ -1%	-8%	u	-5%	-7%	u	-1.0%	-4%[46.1 µM]
C=CCOc1c2ccc(C(=O)NCc3ccc(C)cc3)cc2nn1C
→ -8%	5%	2%	8%	-3%	20%	-1.4%	-2%[46.1 µM]
CCOc1ccc(/C=C/C2=CC(C)(C)NC(=S)N2)cc1
→ 2%	2%	-3%	-13%	3%	13µM*	-1.1%	3%
CC(=O)OC1COC(N2CCc3cc(Br)c([N+](=O)[O-])cc32)C(OC(C)=O)C1OC(C)=O (stereo unspecified)
→ -1%	-20%	-9%	2%	4%	5%	-5.0%	-13%[46.1 µM]
O=C(CSc1cccc[n+]1[O-])Nc1cc(S(=O)(=O)N2CCOCC2)ccc1N1CCOCC1
→ 7%	5%	-7%	-9%	-2%	8%	0.0%	24%
CC(C)C(=O)N1CCN(c2nc(-c3ccccc3)c3c(c2C#N)CC(C)(C)OC3)CC1
→ 9%	-4%	8%	-14%	24%	u	-1.6%	u
O=c1cc(C(F)(F)F)[nH]c2c(C(F)(F)F)cccc12
→ 3%	-7%	10%	2%	11%	u	12%	5%
COc1cccc(NC(=S)NC2CC3CCCC(C2)N3CC(C)C)c1 (stereo unspecified)
→ 0%	-12%	-4%	11%	0%	-4%	4.2%	-31%
COCC(=O)N1CCC(n2nnc3cc(C(F)(F)F)ccc32)CC1
→ 4%	-9%	7%	2%	4%	-9%	1.1%	7%
